MT1-MMP act inh – inhibitors of human MT1-MMP activation; 360,000 tested, 0.061% active; GFP/RFP ratio change, % at 20 µM; HT1080 RFP-PRO-GFP cells, GFP/RFP ratio fluorescence, overnight; percent of plate control window, DMSO zero; P50281;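 active = GFP/RFP ratio change of at least 30% with cell ATP level not reduced by more than half and red fluorescence within 50% of control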; note: strong numbers were not always called active
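Test system: HT1080 cells expressing an RFP-PRO-GFP fluorescent reporter construct / Compound dosing: single-point 20 µM compound, 1% DMSO / Schedule: cells overnight before dosing, compound overnight, 37 °C, 5% CO2 / Evaluation: GFP/RFP fluorescence ratio / Control set: DMSO and RFP-L50D-GFP cell wells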
E coli Lon inh – E. coli protease La inhibition | inhibition, % at 7.94 µM | P0A9M0 | 360,000 tested, 0.42% active | purified E. coli Lon protease, fluorescence polarization; in the data active = inhibition above about 13%, passing the limit was not always enough;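 note: 0% = enzyme with probe and DMSO and 100% = no enzyme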
FAS-TE inh – FAS thioesterase (human) inhibition | P49327 | recombinant FAS-TE, OMFH fluorogenic substrate, fluorescence endpoint | inhibition, % at 15 µM | 360,000 tested, 0.67% active;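 active = compounds whose normalised, plate-corrected inhibition of enzyme fluorescence in the single-dose primary screen is 50% or more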;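 note: 0% = DMSO with enzyme and 100% = substrate without enzyme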
Neddylation inh – cullin neddylation inhibition | calls only at 25 µM | AID 651699 | 360,000 tested, 0.58% active | TR-FRET cullin neddylation, biochemical; in the data active = inhibition above about 36%
bovine MsrA act – activates bovine MsrA enzyme | purified bovine MsrA, absorbance read-out | activation, % at 10.6 µM | 360,000 tested, 0.3% active | AID 602163; in the data active = activation above about 7.5%;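 note: 0% = vehicle and 100% = reference activator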
Rin1-Abl PPI inh – blocks binding of human Rin1 to Abl. P00519+Q13671. TR-FRET Rin1/Abl binding, biochemical. inhibition, % at 7.35 µM. 360,000 tested, 0.4% active; in the data active = inhibition above about 5%, passing the limit was not always enough
CendR NRP1 mod – modulators of CendR peptide binding to human neuropilin-1. O14786. 360,000 tested, 0.85% active. inhibition, % at 25 µM. FAM-RPARPAR peptide binding to NRP-1, fluorescence polarization;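 active = inhibition or corrected inhibition above about 18%, plus a signal ratio from 0.5 to 1.5, limit read from the data, passing the limit was not always enough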; note: strong numbers were not always called active
Target sequence (O14786 whole entry, looked up): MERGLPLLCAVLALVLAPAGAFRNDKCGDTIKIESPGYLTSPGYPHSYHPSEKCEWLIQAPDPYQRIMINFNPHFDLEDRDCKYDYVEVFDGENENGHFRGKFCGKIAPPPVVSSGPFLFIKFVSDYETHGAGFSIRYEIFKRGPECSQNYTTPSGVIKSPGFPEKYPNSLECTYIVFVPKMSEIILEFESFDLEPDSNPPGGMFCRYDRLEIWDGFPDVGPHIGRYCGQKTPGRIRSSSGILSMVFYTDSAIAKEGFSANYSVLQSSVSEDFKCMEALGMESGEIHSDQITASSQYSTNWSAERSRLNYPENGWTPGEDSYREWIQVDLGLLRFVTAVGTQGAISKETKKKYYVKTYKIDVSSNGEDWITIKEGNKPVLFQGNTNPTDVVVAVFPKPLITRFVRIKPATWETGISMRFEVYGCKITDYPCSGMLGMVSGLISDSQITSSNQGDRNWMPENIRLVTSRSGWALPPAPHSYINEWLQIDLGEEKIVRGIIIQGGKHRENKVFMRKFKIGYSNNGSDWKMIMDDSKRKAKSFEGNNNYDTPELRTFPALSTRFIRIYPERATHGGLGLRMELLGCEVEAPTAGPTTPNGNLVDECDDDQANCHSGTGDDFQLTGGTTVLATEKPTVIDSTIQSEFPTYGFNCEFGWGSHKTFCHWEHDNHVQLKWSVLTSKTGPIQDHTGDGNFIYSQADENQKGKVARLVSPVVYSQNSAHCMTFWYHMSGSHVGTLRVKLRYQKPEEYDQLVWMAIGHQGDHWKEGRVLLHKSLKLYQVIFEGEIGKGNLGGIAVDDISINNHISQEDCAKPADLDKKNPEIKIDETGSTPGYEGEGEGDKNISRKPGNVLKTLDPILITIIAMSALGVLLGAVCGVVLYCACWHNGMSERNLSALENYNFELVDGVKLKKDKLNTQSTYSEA
SKN-1 block – inhibitors of C. elegans SKN-1; AID 624304; C. elegans VP596 Pgst-4::GFP/RFP ratio, acrylamide-induced, 24 h; inhibition, % at 21.8 µM; 360,000 tested, 0.49% active;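 active = interference check ratio from 0.5 to 1.5 plus GFP to RFP signal ratio inhibition reaching or exceeding a fixed threshold, cut at about 30% in these data, passing the limit was not always enough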; note: some compounds called inactive have numbers as strong as hits
PABP1 MLLE inh – blocks PAM2 peptide binding to the PABP1 MLLE domain; 360,000 tested, 0.36% active; GST-MLLE / FITC-PAM2 fluorescence polarization; P11940; inhibition, % at 20 µM; in the data active = inhibition above about 35%, passing the limit was not always enough;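 note: plate controls were DMSO wells with GST-MLLE for no effect and wells lacking GST-MLLE protein for full effect; some results filed as inactive read as strong as hits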
Active calls of the source: *; i = inactive; . = no result given; + = active, no number. Hits appear at their usual frequency. About 4% of those tested had a hit in this group.

Value order – MT1-MMP act inh	E coli Lon inh	FAS-TE inh	Neddylation inh	bovine MsrA act	Rin1-Abl PPI inh	CendR NRP1 mod	SKN-1 block	PABP1 MLLE inh
#1 CCNC(=O)/C(C#N)=C/c1c(N2CCN(c3cccc(Cl)c3)CC2)nc2c(C)cccn2c1=O
→ -2.9	1.7	22.4	i	0.1	3.0	-0.1	2.8	-10.2
#2 O=C1c2ccccc2C(=O)N1/N=C/c1ccc(O)c(O)c1
→ -2.2	4.9	-7.3	i	-11.2	11.1*	5.6	-9.2	9.5
#3 O=C(O)/C=C\C(=O)Nc1cccc(NC(=O)c2ccccc2)c1
→ 0.0	-5.0	-5.3	i	-5.4	4.5	-0.4	1.8	4.3
#4 O=C(CCCCCN1C(=O)c2ccccc2C1=O)Nc1ccccc1F
→ 5.2	12.6	0.4	i	-0.6	0.2	6.5	-2.3	14.1
#5 O=C(O)c1ccccc1C(=O)Nc1ccc(Nc2ccccc2)cc1
→ 32.6*	-6.1	-0.5	i	-2.6	1.6	-16.1	4.4	23.5
#6 Cc1cc(C)cc(NC(=O)C2CCN(S(C)(=O)=O)CC2)c1
→ 2.3	1.2	-3.7	i	-2.4	2.1	-2.9	5.5	-10.5
#7 Cc1cc(NC(=O)c2ccco2)no1
→ 1.8	-20.8	-10.1	i	-3.1	-0.5	-2.8	-2.6	-6.7
#8 Cn1cccc1/C=N/NC(=O)c1cccs1
→ 1.8	-17.3	-2.4	i	-5.3	0.2	11.3	13.5	1.7
#9 O=C(O)c1nc(-c2ccccc2)n(-c2ccc(Cl)cc2)n1
→ 4.7	-4.3	-2.3	i	-3.7	1.8	-1.0	-26.3	7.7
#10 C/C(=N\N1CCN(Cc2ccc(Cl)cc2)CC1)c1ccc([N+](=O)[O-])cc1
→ 0.7	6.5	36.8	i	4.8	-2.6	-10.6	1.5	14.0
#11 O=C(O)C(c1ccccc1)c1ccccc1
→ -0.3	2.0	-8.6	i	-10.8	2.8	-10.3	-14.7	-2.1
#12 COc1ccc(S(=O)(=O)Cc2ccccc2)cc1N
→ 0.6	-4.9	-3.4	i	-1.1	-5.3	5.5	32.8	3.9
#13 COC(=O)c1ccc(C)c(NC(=O)Cc2coc3cc(OC)ccc23)c1
→ 2.5	-13.9	4.1	i	-12.3	1.6	31.7*	-7.3	-32.6
#14 Cc1ccc(C)c(S(=O)(=O)N2CCN(C(=O)[C@H](C)N3C(=O)C4CC=CCC4C3=O)CC2)c1 (some centres undefined)
→ -8.5	-5.2	-2.5	i	-1.5	1.6	4.7	-2.5	5.5
#15 O=C(Cc1cccs1)N1CCN(c2ccc([N+](=O)[O-])cc2)CC1
→ 2.3	-6.6	5.5	i	-5.9	-1.9	-8.0	19.7	-14.4
#16 COc1cc(/C=C(\C#N)C(=O)NCC2CCCO2)ccc1OCC(=O)O (centres undefined)
→ -1.1	-9.1	-4.8	i	-5.7	1.4	-8.1	8.1	-3.5
#17 COc1cc2c(C#CCO)c(-c3ccc(C#N)cc3)oc(=O)c2cc1OC
→ 1.2	-4.4	-1.8	+	-0.7	-2.8	-22.1	12.2	0.8
#18 Cc1ccc(NC(=O)Nc2nnc([C@@H]3C[C@H](O)[C@@H](CO)O3)s2)cc1
→ -0.3	-0.5	-5.1	i	-0.8	4.0	-0.6	-2.5	9.4
#19 CC1(C(=O)NS(=O)(=O)c2cccc(OC(F)F)c2)CCN1C(=O)C/C=C/c1ccccc1 (centres undefined)
→ -4.6	4.7	-5.4	i	-2.6	2.5	12.0	30.2	1.6
#20 O=C(NCCC(=O)N1CCCC(C(F)(F)F)C1)c1ccc(Br)cc1 (centres undefined)
→ 2.6	-2.1	6.3	i	-2.2	-1.5	28.5*	13.5	3.5
#21 O=C(CN1C(=O)c2cccc3cccc1c23)N1CCc2ccccc2C1
→ 0.6	-5.4	17.5	i	-4.0	-8.4	3.9	21.4	-6.2
#22 O=C1NC(Cc2ccccc2)c2nc3ccc(F)cc3c(=O)n2-c2cc3ccccc3cc21 (centres undefined)
→ -8.1	-11.3	79.5*	i	-6.0	-1.8	-6.0	13.9	5.7
#23 CN(C)CCN(Cc1ccccc1)C(=O)c1[nH]c(C(F)(F)F)nc1-c1ccccc1
→ 2.4	-5.1	-5.4	i	-1.5	0.0	6.7	8.4	2.7
#24 O=C(Nc1ccc(Br)cc1)c1cccnc1N1CCOCC1
→ 0.5	-3.4	-3.8	i	-3.6	1.0	-5.6	3.3	1.0
#25 CCC(O)c1nc2ccccc2n1CCc1ccccc1 (centres undefined)
→ -0.7	6.7	-0.8	i	-2.8	2.0	17.0	-12.2	0.1
#26 COc1ccc(S(=O)(=O)N2CCc3ccccc32)cc1C(=O)NCc1ccco1
→ -2.9	-4.6	6.8	i	-1.4	0.6	-3.5	-0.2	-8.8
#27 Cc1noc(C)c1CSCC(=O)OCC(=O)NC1CCCCC1
→ 0.1	9.3	-5.0	i	0.7	3.4	-1.3	0.7	-14.1
#28 Cc1nc2c(nnn2Cc2ccccc2)c(=O)n1-c1ccccc1
→ -3.5	5.8	-3.9	i	0.3	-5.6	-15.6	18.2	-6.7
#29 O=C1CNC(=S)N1CCCn1ccnc1
→ 1.6	-11.0	-3.9	i	-2.5	-2.8	-4.9	14.9	-8.3
#30 CCOc1ccc(-n2c(SCC(=O)Nc3ccc4c(c3)OCO4)nc3ccccc3c2=O)cc1
→ -3.2	11.6	9.0	i	-12.9	4.0	-3.8	-17.2	11.3
#31 CCOC(=O)N[C@H](Cc1c[nH]c2ccccc12)C(=O)NC1CC1
→ 0.0	-0.2	-5.1	i	0.1	-1.7	-1.2	14.7	-4.7
#32 N#CCOc1ccccc1P(=O)(c1ccccc1)c1ccccc1
→ 8.1	-3.6	-1.0	i	-9.5	3.8	-3.9	3.4	5.4
#33 Cn1c(SCC(=O)NC(=O)NCc2ccco2)nnc1-c1ccccc1
→ -1.1	-0.9	-4.3	i	-0.3	0.7	-18.1	-4.4	-0.1
#34 CCN(CC)S(=O)(=O)c1ccc(OC)c(NC(=O)c2ccc3c(c2)OCO3)c1
→ 0.9	-9.8	6.3	i	2.4	-0.2	0.3	4.7	-0.3
#35 CC(=O)c1sc(NC(=O)c2cccc3ccccc23)nc1C
→ 0.4	-6.3	-1.7	i	-7.2	1.4	-5.4	-7.9	2.8
#36 O=C(COc1nc2ccccc2nc1N1CCOCC1)NCC(F)(F)F
→ -1.1	-2.7	-9.5	i	-3.3	-5.9	7.9	0.7	1.9
#37 Cc1cccc(OCC2=N/C(=C\N(C)C)C(=O)O2)c1
→ 4.6	0.2	-1.8	i	-3.8	-2.0	1.0	4.7	8.2
#38 c1ccc(-c2noc(-c3cccc4ccccc34)n2)nc1
→ -6.0	-5.8	5.6	.	-2.3	-1.2	-10.7	23.6	-3.7
#39 COc1cc(NC(=O)COC(=O)CC2CC3CCC2C3)cc(OC)c1 (centres undefined)
→ 6.7	7.7	13.4	i	-5.6	1.1	-1.8	8.7	-6.2
#40 CC1CCN(C(=O)CSc2nc3ccccc3s2)CC1
→ -0.6	-9.1	-5.9	i	-2.6	-1.4	-45.5	14.8	-67.3
#41 CCCN(CCC)CCCNC(=S)Nc1ccc2nc(N3CCN(C)CC3)cc(C)c2c1
→ 2.0	8.4	-7.7	i	-3.5	-2.7	-5.5	-3.7	-0.9
#42 Cc1nn(-c2ccc(C(=O)O)cc2)c(C)c1Cl
→ -12.6	5.0	-1.2	i	-1.7	-0.7	2.6	-4.8	-5.0
#43 CCN(CC)c1ccc(C(=O)Nn2cnc3ccccc3c2=O)cc1
→ 1.6	3.6	-2.1	i	-3.7	3.0	6.2	4.1	3.4
#44 Cc1cc(N(C)C(=O)c2ccc3c(c2)S(=O)(=O)c2cc(Cl)ccc2C3=O)c(C(F)(F)F)o1
→ 4.8	2.3	20.0	i	-3.1	1.4	0.2	2.2	0.1
#45 CC(=O)Nc1ccc(NC(=O)CSc2nnc(NC(=O)C3CC(=O)N(c4ccccc4)C3)s2)cc1 (centres undefined)
→ -2.3	-3.3	-3.0	i	-0.6	-1.7	7.6	22.0	6.5
#46 Cc1ccc(S(=O)(=O)Nc2ccc(F)cc2)cc1C(=O)N1CCOCC1
→ -0.6	2.9	-3.3	i	-2.3	-1.4	-12.9	12.1	3.6
#47 CN(CC(=O)NCCc1ccc(S(N)(=O)=O)cc1)CC(=O)Nc1ccc(Cl)c(C(F)(F)F)c1
→ 1.3	-11.7	4.0	i	-7.1	5.8	-1.2	0.0	-54.1
#48 Cn1c(SCc2ccccc2)nnc1-c1cnccn1
→ 1.0	4.7	0.7	i	-7.4	0.6	7.5	-7.5	0.5
#49 CC(C)N(Cc1nc(-c2ccccc2)no1)C(=O)C1CCCCC1
→ 2.4	-3.5	7.1	i	0.1	-3.7	4.2	21.9	16.6
#50 Cc1cnc(C(=O)Nc2nnc(C)s2)cn1
→ 2.7	2.5	-2.1	i	1.0	3.0	9.0	-17.5	-3.8
#51 CC(CN1C(C)CCCC1C)OC(=O)c1ccc(Cl)cc1Cl (centres undefined)
→ 1.7	-0.7	-1.2	i	-2.3	-0.5	3.7	9.1	11.5
#52 CCCCCCCCN1[C@@H](CC(C)=O)c2cc(C(F)(F)F)ccc2S1(=O)=O
→ 4.4	-8.9	33.5	i	-3.2	-2.8	12.8	12.6	-25.6
#53 CSC1=Nc2sc3c(c2C2=NCCN12)CC(C)(C)OC3
→ 0.6	-9.7	-2.3	i	-2.2	-5.1	1.5	4.1	-1.7
#54 Cc1ccc(-c2csc3n[nH]c(=S)n23)cc1
→ 3.4	-4.5	-6.7	i	12.4*	-1.7	6.2	9.5	15.7
#55 Cc1cnc(C(=O)OCC(=O)Nc2ccc(Br)c(C)c2)cn1
→ -1.2	2.5	-6.6	i	-1.9	4.5	-2.2	-2.8	16.5
#56 CCC(C)[C@H]1COCCS(=O)(=O)N1Cc1ccc(Cl)cc1Cl (some centres undefined)
→ -0.5	-6.1	13.0	i	-7.3	1.8	-2.4	1.1	8.2
#57 CC(C)(C)CC(=O)Nc1cc2c3c(c1)CC(=O)N3CCC2
→ -2.7	4.7	-6.0	i	0.5	4.0	10.5	16.3	4.1
#58 CC1CN(S(=O)(=O)c2ccc(C(=O)Nc3ccc(S(=O)(=O)Nc4nccs4)cc3)cc2)CC(C)O1 (centres undefined)
→ 2.1	-3.1	-10.0	i	-3.7	2.3	-2.6	0.9	5.2
#59 O=C(CNC(=O)c1ccccc1)NCC(=O)OCc1ccc(Cl)cc1
→ 6.4	-1.4	-10.0	i	-3.3	3.1	-14.0	6.9	1.3

3 records picked at random from those above:
Value order – MT1-MMP act inh	E coli Lon inh	FAS-TE inh	Neddylation inh	bovine MsrA act	Rin1-Abl PPI inh	CendR NRP1 mod	SKN-1 block	PABP1 MLLE inh
#34 CCN(CC)S(=O)(=O)c1ccc(OC)c(NC(=O)c2ccc3c(c2)OCO3)c1
→ 0.9	-9.8	6.3	i	2.4	-0.2	0.3	4.7	-0.3
#38 c1ccc(-c2noc(-c3cccc4ccccc34)n2)nc1
→ -6.0	-5.8	5.6	.	-2.3	-1.2	-10.7	23.6	-3.7
#32 N#CCOc1ccccc1P(=O)(c1ccccc1)c1ccccc1
→ 8.1	-3.6	-1.0	i	-9.5	3.8	-3.9	3.4	5.4

An excerpt from above in order of molecular weight, lowest first.
Value order – MT1-MMP act inh	E coli Lon inh	FAS-TE inh	Neddylation inh	bovine MsrA act	Rin1-Abl PPI inh	CendR NRP1 mod	SKN-1 block	PABP1 MLLE inh
#21 O=C(CN1C(=O)c2cccc3cccc1c23)N1CCc2ccccc2C1
→ 0.6	-5.4	17.5	i	-4.0	-8.4	3.9	21.4	-6.2
#18 Cc1ccc(NC(=O)Nc2nnc([C@@H]3C[C@H](O)[C@@H](CO)O3)s2)cc1
→ -0.3	-0.5	-5.1	i	-0.8	4.0	-0.6	-2.5	9.4
#47 CN(CC(=O)NCCc1ccc(S(N)(=O)=O)cc1)CC(=O)Nc1ccc(Cl)c(C(F)(F)F)c1
→ 1.3	-11.7	4.0	i	-7.1	5.8	-1.2	0.0	-54.1

Compound activity from PubChem.
